OPRM1-OPRD1 inv – inverse agonists of MOR-DOR heterodimerization, primary screen, cell-based, luminescence; cell-based MOR-DOR heterodimer luminescence, inverse agonism; Mu-type opioid receptor (Homo sapiens) + Delta-type opioid receptor (Homo sapiens), …; inhibition, % at 9.3 µM; 340,000 tested, 0.21% active; in the data active means inhibition above about 22%, passing the limit was not always enough;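 further: 0% = cells with DMSO and 100% = wells without cells with DMSO; values of inactives mirror those of a sister screen read the other way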
Target sequence (P35372 whole entry, looked up): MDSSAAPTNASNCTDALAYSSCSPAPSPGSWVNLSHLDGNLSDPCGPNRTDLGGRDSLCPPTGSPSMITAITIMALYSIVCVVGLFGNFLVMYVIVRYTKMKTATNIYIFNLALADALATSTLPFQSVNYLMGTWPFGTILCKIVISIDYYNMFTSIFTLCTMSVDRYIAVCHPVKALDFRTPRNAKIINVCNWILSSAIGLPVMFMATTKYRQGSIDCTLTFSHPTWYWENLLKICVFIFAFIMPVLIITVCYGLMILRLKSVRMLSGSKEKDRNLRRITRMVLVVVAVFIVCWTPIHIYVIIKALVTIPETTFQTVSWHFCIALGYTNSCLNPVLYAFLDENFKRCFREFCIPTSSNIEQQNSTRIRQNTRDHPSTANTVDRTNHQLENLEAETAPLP
Target sequence (P41143 whole entry, looked up): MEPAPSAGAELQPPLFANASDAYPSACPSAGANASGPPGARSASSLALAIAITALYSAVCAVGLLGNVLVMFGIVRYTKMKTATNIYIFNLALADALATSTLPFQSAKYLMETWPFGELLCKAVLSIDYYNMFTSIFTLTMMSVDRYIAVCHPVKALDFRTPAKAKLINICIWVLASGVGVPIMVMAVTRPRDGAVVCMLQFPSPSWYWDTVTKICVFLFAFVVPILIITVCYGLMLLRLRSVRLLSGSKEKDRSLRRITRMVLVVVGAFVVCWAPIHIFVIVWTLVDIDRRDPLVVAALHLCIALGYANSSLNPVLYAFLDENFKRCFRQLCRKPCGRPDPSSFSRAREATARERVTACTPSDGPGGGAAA
PKA-R1A act – activators of PKA-R1A holoenzyme, primary screen, biochemical, fluorescence polarization, Cy5-IP20, bovine R1A, mouse PKAc; PKA-R1A dissociation; scaled: DMSO 0%, 113 µM cGMP 100%; cAMP-dependent protein kinase type I-alpha regulatory subunit (Bos taurus) + …; activation, % at 11.4 µM; 340,000 tested, 0.083% active;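 active means percent activation above the mean of all tested compounds plus 3 SD, cut at about 19% in these data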;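 further: higher means more PKAc released from R1A so a rise in polarization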
OPRM1-OPRD1 ag – agonists of OPRM1-OPRD1 heterodimerization, primary screen, cell-based, luminescence; cells; Mu-type opioid receptor (Homo sapiens) + Delta-type opioid receptor (Homo sapiens), …; activation, % at 9.3 µM; 340,000 tested, 0.3% active; AID 504326, 2011; in the data active means activation above about 18%;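 further: 0% = vehicle-treated cells and 100% = reference agonist; values of inactives mirror those of a sister screen read the other way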
phage Ecoli inh – growth loss of phage-infected E. coli, primary screen, RecBCD inhibitor project, absorbance, with phage, HTS. 360,000 tested, 0.26% active. inhibition, % at 11.9 µM; in the data active means inhibition above about 11%
E coli growth – E. coli V3065 growth inhibition, primary screen, counter-screen for AddAB inhibitor project, absorbance, OD600 | 18 h | inhibition, % at 11.9 µM | 330,000 tested, 0.27% active | AID 449728, 2010;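 active means inhibition above the campaign's mean inhibition across all tested compounds plus 3 SD, cut at about 9.9% in these data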;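 further: uninfected addAB+ strain grown without phage in ampicillin broth; 0% = DMSO wells and 100% = ciprofloxacin 0.95 µg/ml wells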
HTR5A ag – HTR5A agonists in luminescence cell assay, primary screen, counter-screen for OPRM1-OPRD1 heterodimer agonist project, full-deck HTS | 5-hydroxytryptamine receptor 5A (Homo sapiens), P47898 | AID 504692, 2011 | activation, % at 9.3 µM | 340,000 tested, 0.61% active | cell-based; in the data active means activation mostly above about 9.5%, no sharp cut-off; inactive means mostly below about 7.6%;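 further: 0% = cells with vehicle only and 100% = reference agonist; strong numbers were not always called active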
PfHsp90 yeast 2 – growth inhibition of PfHsp90-expressing yeast, primary screen, antimalarial PfHsp90 inhibitor project, S. cerevisiae, BacTiter-Glo luminescence, single point, set 2. BacTiter-Glo ATP, 48 h; yeast lacking PDR1 and PDR3 efflux regulators. inhibition, % at 9.4 µM. 310,000 tested, 0.32% active;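 active means every replicate shows inhibition above about 80%, whatever the replicate mean, limit read from the data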;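 further: 0% = DMSO neutral controls and 100% = 20 µM radicicol positive controls; yeast relying on Plasmodium falciparum Hsp90 in place of its own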
Mot1-301 SUMO – yeast Mot1-301 growth rescue at high temperature, primary screen, SUMOylation pathway inhibitor project, S. cerevisiae, ATP luminescence, 38.5C; 320,000 tested, 1% active; growth rescue, % at 18.8 µM; AID 2716, 2010; S. cerevisiae Mot1-301 growth rescue; percent above DMSO median, 100 means doubled;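 active means every valid replicate shows activation above 250% relative to neutral control wells; inactive means the rest, any valid replicate at or below 250%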;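 further: OY570 slx delta 5 strain wells were the positive control but not used for scaling; some compounds called inactive have numbers as strong as hits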
AddAB inh – growth inhibition of E. coli expressing H. pylori AddAB, primary screen, AddAB inhibitor project, absorbance. inhibition, % at 11.9 µM. 330,000 tested, 0.29% active. AID 435030, 2010; in the data active means inhibition above about 12%;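 further: 0% = vehicle wells of infected cells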
HTR5A inv ctr – HTR5A inverse agonists in luminescence cell assay, primary screen, counter-screen for OPRM1-OPRD1 heterodimer inverse agonist project, full-deck HTS; 5-hydroxytryptamine receptor 5A (Homo sapiens), P47898; HTR5A cell line, inverse agonism; inhibition, % at 9.3 µM; 340,000 tested, 0.083% active; AID 504634, 2011; in the data active means inhibition mostly above about 23%, no sharp cut-off; inactive means mostly below about 18%;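 further: 0% = cells with DMSO and 100% = no-cell wells with DMSO; some compounds called inactive have numbers as strong as hits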
Pemphigus Ab inh – inhibitors of pemphigus antibody binding to DSG3, primary screen, biochemical, bead-based, flow cytometry, scFv-GFP; DSG3-coupled beads, scFv-anti-DSG3-GFP binding; active compounds read low; binding (percent of control), % at 10 µM; 310,000 tested, 0.48% active; Desmoglein-3 (Homo sapiens), P32926; AID 588358, 2011;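 active means binding more than 3 SD below its plate's average and above zero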;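 further: hits lower antibody fragment binding to DSG3; some compounds called inactive have numbers as strong as hits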
The depositor's hits bear a star; · = not tested or not shown. Compounds were not picked by outcome; about 3.2% have a hit in one of these screens.

Second line of a record: AddAB inh, HTR5A ag, Mot1-301 SUMO, OPRM1-OPRD1 ag, Pemphigus Ab inh, PKA-R1A act, PfHsp90 yeast 2, OPRM1-OPRD1 inv, E coli growth, phage Ecoli inh, HTR5A inv ctr
1) CCOC(=O)N1CCN(C(=O)COC(=O)C2CCN(S(=O)(=O)c3c(C)c(C)cc(C)c3C)CC2)CC1
    0.5, -6, 17, 0.7, 96, -7, 8, -5, -0.2, 1.8, 15
2) CCCC(C(=O)NC1CCCC1)N(C(=O)Cn1nnc(-c2ccc(C)o2)n1)c1ccccc1OC (stereo not given)
    -0.3, 0, -12, -2.1, 98, 3, ·, 12, -0.4, ·, -7
3) N#Cc1ccc(-c2ccc(OCC(O)Cn3nnc4ccccc43)cc2)cc1 (stereo not given)
    3.1, 4, 4, 5.3, ·, 0, 7, -27, 1.4, 3.4, 19
4) Clc1ccccc1-c1nnc2sc(-c3ccncc3)nn12
    2.5, -3, 1, -3.5, 110, 7, 3, 18, 0.2, 1.4, 8
5) Cc1ccc(-n2ncc3c(=O)n(CC(=O)NCc4ccco4)cnc32)cc1C
    1.0, 0, 2, -0.9, 93, -9, -8, 5, -2.0, 4.3, 0
6) COc1cc2c(cc1NC(=O)CSc1nnnn1-c1ccccc1)oc1ccccc12
    -0.3, 10, 11, 0.4, 103, -7, -56, -2, -0.9, 2.9, -25
7) O=C(COC(=O)c1ccc(OC(F)F)cc1)NC(=O)NC1CCCC1
    -0.4, 3, -10, -0.1, ·, 3, -2, 1, -2.6, 2.8, -9
8) COc1cc(/C=N/NC(=S)Nc2cccc(S(=O)(=O)N(C)C)c2)ccc1O
    2.2, 6, ·, -0.4, 106, -1, -31, 2, -0.5, 2.6, 7
9) CCn1c(O)c(C2=NCCCC2)c2ccccc21
    3.8, -4, 2, -4.0, 100, -15, 3, 17, -0.5, 2.3, 11
10) CCCCN(CCCC)CC(O)CN1C(=O)NC(C)(C)C1=O (stereo not given)
    0.3, -4, 4, -2.8, 107, 2, -32, 16, 2.4, 3.0, 11
11) COc1ccc(OC)c(-c2cc(C(=O)Nc3cccc(Cl)c3)no2)c1
    0.0, 1, 0, 0.0, 109, -14, -11, 0, 0.0, 2.2, 18
12) COc1ccc(/C(N)=N/OC(=O)c2cccc([N+](=O)[O-])c2)cc1
    1.4, -2, -4, -0.2, 107, 2, -41, 1, 0.6, 1.1, 3
13) Cc1ccc(C(=O)c2c(NC(=O)CSc3nnc(N)s3)sc3c2CCCC3)cc1
    -1.1, 1, 8, 0.7, 104, -3, 3, -4, -3.4, 4.0, 5
14) Oc1ccc(/C=N\Nc2cc(N3CCOCC3)nc(N3CCOCC3)n2)c(O)c1
    2.6, 1, 5, 2.7, 114, 4, 30, -14, 1.6, 3.2, 14
15) COc1ccc(N(C(=O)C2CCCCC2)C2C=CS(=O)(=O)C2)c(OC)c1 (stereo not given)
    1.4, 3, 0, -2.0, 101, -5, -8, 12, 0.2, 0.3, 4
16) O=C(Nc1cccc([N+](=O)[O-])c1)N(c1ccccc1)c1ccccc1
    ·, 1, ·, -1.9, 98, -6, 4, 10, ·, 2.0, -6
17) CCN(CC)S(=O)(=O)c1ccc(N2CCOCC2)c(NC(=O)c2ccc3ccccc3c2)c1
    2.9, 4, 6, -1.4, 126, 5, 22, 8, 2.1, 2.2, 3
18) Cc1ccc(S(=O)(=O)N2[C@@H](c3ccc(Br)cc3)C(C(=O)O)=C[C@H]2CC2CCCC2)cc1
    -0.3, -1, 800*, -2.5, 110, 5, -37, 12, -2.9, 2.9, 4
19) CCN(CC)C(=O)c1c(C)nc2ccccn12
    0.4, 3, 6, -1.9, 106, -10, 3, 9, 0.2, ·, -10
20) O=C(Nc1ccc(N2CCOCC2)c2nonc12)C1CCCC1
    -1.6, -7, 412, -1.8, 94, -9, 1, 10, -2.0, 2.6, -9
21) COc1ccc([C@H]2CC(=O)C=C(c3ccc(SC)cc3)C2)cc1OC
    1.3, 9, 28, -2.1, 102, -7, -3, 10, 2.5, 0.6, 0
22) COc1cc2c3c(c1)/C(=C1/SC(NC(C)=O)=NC1=O)C(=O)N3C(C)(C)C=C2C
    1.4, 4, -6, -1.6, 94, 1, 35, 9, -1.7, 2.8, 0
23) Cc1ccccc1N1C(N)=NC(N)=NC1(C)C
    3.5, -4, -6, -1.2, 115, 2, -16, 5, 0.9, 0.0, 12
24) COc1ccc(C(=O)O)cc1S(N)(=O)=O
    4.5, 1, -3, -0.2, ·, -14, -13, 1, -0.6, 0.8, 8
25) CC(=O)Nc1ccc(S(=O)(=O)N2CCSc3ccccc32)cc1
    -0.7, -3, -9, 1.0, 95, -2, 4, -5, -1.9, 3.2, 13
26) O=C(O)c1ccccc1SCc1cn2cc(Cl)ccc2n1
    0.5, 3, -1, -1.6, 92, -2, 6, 10, 1.5, 2.0, -1
27) CCN(CC(=O)Nc1ccc(N2CCOCC2)cc1)C(=O)COc1ccccc1OC
    3.0, -1, 7, -1.3, 105, -9, 10, 9, -2.8, 1.5, 2
28) Cc1nnc2c(NC3CCCCC3)nc3ccccc3n12
    1.6, 6, 12, -3.3, 106, -11, -20, 15, 0.9, 2.9, -22
29) O=C(NC1(C(=O)NC2CCCCC2)CCCCC1)c1ccccn1
    -1.2, 6, 4, -1.8, ·, -1, ·, 11, -0.2, 3.6, -15
30) O=Cc1ccc(Oc2cnccn2)cc1
    2.0, 2, 22, -3.4, 92, -18, 2, 17, 0.2, 3.2, -4

Mot1-301 SUMO: hit marks shown above
#	mol	Mot1-301 SUMO	OPRM1-OPRD1 ag	Pemphigus Ab inh	PKA-R1A act	OPRM1-OPRD1 inv	phage Ecoli inh
18	Cc1ccc(S(=O)(=O)N2[C@@H](c3ccc(Br)cc3)C(C(=O)O)=C[C@H]2CC2CCCC2)cc1	800*	-2.5	110	5	12	2.9

(cont.)
Second line of a record: AddAB inh, HTR5A ag, Mot1-301 SUMO, OPRM1-OPRD1 ag, Pemphigus Ab inh, PKA-R1A act, PfHsp90 yeast 2, OPRM1-OPRD1 inv, E coli growth, phage Ecoli inh, HTR5A inv ctr
31) O=C(CN(CCc1ccccc1)C(=O)CNS(=O)(=O)c1ccccc1)NCc1ccco1
    1.4, 3, 17, -4.3, 105, 1, 1, 18, 0.3, -0.1, 4
32) CC(=O)c1ccc(NC(=O)C(C)n2nc(-c3ccccc3)c3cc(Cl)ccc32)cc1 (stereo not given)
    2.0, 3, -4, 2.9, 88, 3, 5, -15, 0.6, 2.1, -9
33) CCOC(=O)N1CCC(NC(=O)CC(NS(=O)(=O)c2ccc(Cl)cc2)c2ccco2)CC1 (stereo not given)
    2.7, 1, 759, -2.5, 107, 1, ·, 12, 0.4, 0.4, -2
34) O=C(O)c1ccccc1Nc1cccc(OCc2ccc3ccccc3n2)c1
    -1.9, -2, -6, -1.0, 126, -1, 15, 6, -2.7, 5.3, -35
35) O=C1C=CC(=O)N1Cc1ccncc1
    ·, 0, ·, -1.6, 90, -1, 2, 8, ·, 3.6, 1
36) CC(C)n1ncc2c(C(=O)NCC(=O)Nc3ccccc3Br)cc(C3CC3)nc21
    1.2, 1, 15, 3.8, 104, -9, 0, -15, -1.2, ·, -2
37) CC1CCCC(CC(N)=O)CC1 (stereo not given)
    ·, 2, ·, -1.6, 120, -4, -9, 9, ·, 2.9, -10
38) COC(=O)c1cc(NC(=O)C2COc3ccccc3O2)ccc1Cl (stereo not given)
    3.1, -1, -9, 0.4, 95, 1, 12, -2, 4.0, 1.6, 5
39) Cc1ccc(N2CC(C(=O)Nc3nnc(C(C)C)s3)CC2=O)cc1 (stereo not given)
    1.2, 0, 32, -2.3, 107, 5, ·, 10, -2.3, 2.6, -9
40) CCOc1ccc(N2C(=O)c3ccc(C(=O)OCc4c(C)noc4C)cc3C2=O)cc1
    -0.1, 4, 4, -2.5, 99, 2, -46, 16, 0.2, 2.0, 7
41) O=C(CSc1ccccc1)Nc1cccc(S(=O)(=O)N2CCOCC2)c1
    3.2, -5, -4, -0.5, 100, 3, ·, 2, -0.2, -0.9, -1
42) O=C(CSc1nnc(CNc2ccc(F)cc2)n1Cc1ccccc1)N1CCOCC1
    0.7, 6, 8, -2.8, 101, -2, -3, 15, -0.4, 0.2, -3
43) Cc1cc(=O)[nH]c(SCC(=O)Nc2cc(S(=O)(=O)N3CCCC3)ccc2Cl)n1
    0.7, 7, -6, -3.0, 92, 8, 11, 15, 0.0, -0.1, -10

Four entries from above in another layout:
| entry | structure | AddAB inh | HTR5A ag | Mot1-301 SUMO | OPRM1-OPRD1 ag | Pemphigus Ab inh | PKA-R1A act | PfHsp90 yeast 2 | OPRM1-OPRD1 inv | E coli growth | phage Ecoli inh | HTR5A inv ctr |
| --- | --- | --- | --- | --- | --- | --- | --- | --- | --- | --- | --- | --- |
| 39 | Cc1ccc(N2CC(C(=O)Nc3nnc(C(C)C)s3)CC2=O)cc1 (stereo not given) | 1.2 | 0 | 32 | -2.3 | 107 | 5 | · | 10 | -2.3 | 2.6 | -9 |
| 40 | CCOc1ccc(N2C(=O)c3ccc(C(=O)OCc4c(C)noc4C)cc3C2=O)cc1 | -0.1 | 4 | 4 | -2.5 | 99 | 2 | -46 | 16 | 0.2 | 2.0 | 7 |
| 41 | O=C(CSc1ccccc1)Nc1cccc(S(=O)(=O)N2CCOCC2)c1 | 3.2 | -5 | -4 | -0.5 | 100 | 3 | · | 2 | -0.2 | -0.9 | -1 |
| 42 | O=C(CSc1nnc(CNc2ccc(F)cc2)n1Cc1ccccc1)N1CCOCC1 | 0.7 | 6 | 8 | -2.8 | 101 | -2 | -3 | 15 | -0.4 | 0.2 | -3 |

Screens from PubChem BioAssay.
